HIF activator – HIF pathway transcriptional activation | U2OS HRE-luciferase reporter, luminescence; normalized: DMSO 0%, desferrioxamine 100% | activation, % at 7.5 µM (by protocol) | 300,000 compounds, 0.32% hits | AID 1910;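 active = mean activation of at least 10% of the iron chelator positive control signal, with at least half of replicates also reaching 10%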
TRPC6 activator – activates the mouse TRPC6 cation channel | HEK293-TRPC6 membrane potential dye fluorescence; hits give high values | B-score at 10 µM | 310,000 compounds, 0.13% hits;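 active = B-score of the integrated fluorescence ratio above library mean plus 3 SD, and starting fluorescence ratio within library mean plus 5 SD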;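 note: higher score means more depolarization so channel activation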
TRPC4 potent – allosterically enhances the mouse TRPC4 cation channel. AID 2227. 310,000 compounds, 0.42% hits. Q9QUQ5. B-score at 10 µM. HEK293 TRPC4beta/mu-opioid, DAMGO EC20, Fluo-4 Ca2+ flux; hits give high values;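 active = B-score of calcium response area above 5 SD of library B-scores, with initial fluorescence ratio within 5 SD of library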;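 note: B-score of integrated fluorescence ratio over time as area under calcium response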
TRPC6 inh – blocks the mouse TRPC6 cation channel. HEK293-TRPC6, membrane potential dye, ACh-evoked depolarization; hits give low values. B-score at 10 µM. 310,000 compounds, 1.1% hits. Q61143;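 active = B-score under library mean minus 3 SD, initial fluorescence not abnormally high, positive integrated signal ratio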;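 note: B-score derived from integrated fluorescence ratio over the kinetic read; more negative B-score means stronger inhibition of depolarization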
IEC-6 tox – IEC-6 cytotoxicity, counter-screen for KLF5 inhibitors. 290,000 compounds, 0.78% hits. inhibition, % at 5 µM. AID 1825. luminescence viability; in the data active = inhibition above about 22%;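 note: 0% = plate median of test compound wells and 100% = cytotoxic reference compound wells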
SKKanGAS inh – blocks kanamycin growth of S. pyogenes SKKanGAS strain; BacTiter-Glo, 6 h; inhibition, % at 7.5 µM; 300,000 compounds, 1.3% hits;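 active = mean replicate score, as percent of positive control median, at least 50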;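 note: strain carries kanamycin resistance gene driven by streptokinase promoter and grows in 40 µg/ml kanamycin; loss of luminescence reflects streptokinase promoter inhibition or plain growth inhibition; 0% = median of DMSO wells and 100% = positive control at its reference dose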
KLF5 inhibitor – inhibitors of KLF5 expression | DLD-1 KLF5 promoter-luciferase reporter, luminescence | inhibition, % at 5 µM | 290,000 compounds, 0.23% hits;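 active = inhibition above a per-plate limit of that plate's mean compound inhibition plus 3 SD, cut at about 60% in these data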;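 note: 0% = DMSO wells and 100% = LY294002 at 200 µM; higher means less KLF5 promoter-driven luciferase light; inactives centre near -14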
TRPC4 block – TRPC4 (mouse) channel inhibition; HEK293 TRPC4beta/mu-opioid, DAMGO-evoked Fluo4 calcium flux; hits give low values; B-score at 10 µM; 300,000 compounds, 0.39% hits; AID 2247;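 active = B-score over 3 SD under the library average, no early fluorescence shift, positive overall ratio signal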
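material = TRPC4beta/mu-opioid receptor HEK293 cell line | probe or stimulus = sequential submaximal and maximal DAMGO stimulation | compound dosing = one concentration per compound | measured by = Fluo4 Ca2+ flux fluorescence | evaluation = integrated fluorescence ratio relative to baseline, converted to per-well B score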
TRPC4 agonist – activators of mouse TRPC4 channel. Q9QUQ5. HEK293 TRPC4beta/mu-opioid, Fluo4 calcium fluorescence; hits give high values. B-score at 10 µM. 310,000 compounds, 0.49% hits;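 active = B-score above 5 SD of library B-scores, and initial fluorescence ratio not above library mean plus 5 SD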;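 note: positive B-score marks a calcium rise read as TRPC4 activation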
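Assay system: HEK293 stable line with TRPC4beta plus mu-opioid receptor. Times: dye 45 min RT, read 110 s. Measured by: kinetic Fluo4 calcium fluorescence. Measure: B score of integrated ratio. Controls: assay buffer as low control, maximal DAMGO as high control.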
aSyn UTR inh – MLPCN primary screen, SNCA 5' untranslated region | alpha-synuclein 5'UTR reporter, inhibitor activity | 300,000 compounds, 0.82% hits | inhibition, % (tested at 7.5 µM); in the data active = inhibition above about 60%;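 note: H4 neuroglioblastoma cells stably carrying SNCA 5'UTR luciferase fusion; 0% = DMSO wells and 100% = positive control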
MrgX1 antag – blocks BAM8-22 activation of human MrgX1 receptor; Q96LB2; MRGX1-HEK293 calcium flux, Fluo-4, BAM8-22 antagonism; hits give low values; B-score at 10 µM; 310,000 compounds, 1.3% hits; AID 588676;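 active = calcium-response B-score plate-corrected more than 3 library SD below zero, starting fluorescence within 5 deviations, no agonist response on first addition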;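 note: peak minus trough fluorescence over baseline after final BAM8-22 challenge near maximal dose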
Target sequence (Q96LB2 whole entry, looked up): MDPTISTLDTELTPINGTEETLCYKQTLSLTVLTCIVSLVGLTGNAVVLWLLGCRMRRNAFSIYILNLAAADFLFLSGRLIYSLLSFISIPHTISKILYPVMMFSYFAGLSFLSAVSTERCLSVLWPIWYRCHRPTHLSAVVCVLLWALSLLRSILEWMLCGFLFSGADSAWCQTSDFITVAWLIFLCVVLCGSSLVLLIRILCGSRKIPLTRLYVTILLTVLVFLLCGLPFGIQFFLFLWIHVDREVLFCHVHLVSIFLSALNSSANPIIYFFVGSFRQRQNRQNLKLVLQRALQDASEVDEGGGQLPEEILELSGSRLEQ
Numbers without * were called inactive; i = inactive; / = not tested or not shown.

SMILES	HIF activator	TRPC6 activator	TRPC4 potent	TRPC6 inh	IEC-6 tox	SKKanGAS inh	KLF5 inhibitor	TRPC4 block	TRPC4 agonist	aSyn UTR inh	MrgX1 antag
O=C(CNC(=O)c1ccccc1Br)N/N=C/c1ccc(O)cc1	-0.2	i	i	i	-4	-6	-12	i	i	13	i
COc1ccc(S(=O)(=O)NC(C)C(=O)NCc2ccccn2)cc1Cl (stereo not drawn)	-0.2	i	i	i	-1	-9	2	i	i	17	i
CCc1ccc(CNc2ccc3c(c2)ncn3C)cc1	2.0	i	i	-6.3*	6	1	-144	i	i	-156	i
COc1ccc(NC(=O)C#Cc2ccccc2)cc1OC	3.0	i	i	i	5	-1	31	i	i	-212	i
Cc1ccc(Nc2ncc(C(=O)NCCCN3CCN(C)CC3)c3ccccc23)cc1Cl	-0.5	i	i	i	13	-3	3	i	i	4	i
COc1ccccc1-c1cnnc(N/N=C/c2ccc(-c3cccc(Br)c3)o2)n1	0.6	i	i	i	-3	5	-24	i	i	13	i
Cn1c(COc2ccccc2)nnc1SCC(=O)NCc1ccccc1	0.0	i	i	i	-2	10	13	i	i	40	i
COCCCNC(=O)Cn1cc(/C=C(\C#N)C(=O)NC2CC2)c2ccccc21	0.8	i	i	i	-9	4	-70	i	i	-3	i
CC1(C)CC2CC(C)(CN2S(=O)(=O)c2cccc(C(=O)OCC(=O)NC(N)=O)c2)C1 (stereo not drawn)	-0.4	i	i	i	/	2	/	i	i	0	i
Cc1cccc(NS(=O)(=O)c2cc3c4c(c2)CC(=O)N4CCC3)c1C	-0.5	i	i	i	4	0	-15	i	i	-14	i
Fc1ccc2nc(Nc3nc4c(s3)CCCC4)sc2c1	2.5	i	i	i	9	17	-12	i	i	-206	i
Cc1ccc(-c2nn(-c3ccccc3)cc2C(=O)Nc2ccc(C(=O)O)cc2)cc1	0.6	i	i	i	0	21	-62	i	i	-31	i
CS(=O)(=O)N(Cc1ccc(C(=O)NC2CCCC2)cc1)c1ccccc1	0.0	i	i	i	6	-1	26	i	i	-5	i
Cc1ccc(Nc2cc(C)nc3ccc(C)cc23)cc1	-28	i	i	i	6	0	-19	-6*	i	3	i
COc1ccc2[nH]c3c(NCc4ccco4)ncnc3c2c1	6.6	i	i	i	3	1	-60	i	i	-113	i
CNC(=O)CN(c1cc(C)ccc1C)S(C)(=O)=O	-0.4	i	i	i	-6	2	-27	i	i	8	i
Cc1cccc(N2CCN(C(=O)c3ccc4nc(-c5ccco5)c(-c5ccco5)nc4c3)CC2C)c1 (stereo not drawn)	-0.5	i	i	i	-7	29	-3	i	i	-6	-7.6*
CCOC(=O)C1CCN(Cc2nnc(-c3cccc(Br)c3)o2)CC1	0.2	i	i	i	-2	-4	-10	i	i	4	i
CC(=O)Nc1ccc(CN2CCCC(C(=O)c3ccc(C(F)(F)F)cc3)C2)cc1 (stereo not drawn)	-0.8	i	i	i	4	-9	-21	i	234*	-5	i
Cc1cc(Cl)c(OCCOCCN2CCCC(C)C2)c(Br)c1 (stereo not drawn)	-0.6	i	i	i	7	0	-32	i	i	-24	i
Cc1ccc2c(c1)c1c(n2CC(O)CN2CCOCC2)CCCC1 (stereo not drawn)	0.0	i	i	i	1	3	-21	i	i	0	i
COc1ccc(C2CC(=O)C(C=NCCN3CCNCC3)=C(O)C2)cc1OC (stereo not drawn)	-0.2	i	i	i	-4	0	-15	i	i	-6	/
CC1(C)CC(=O)C=C(NCCN2CCN(C(=S)NC3CCCCC3)CC2)C1	/	i	i	i	2	-2	-1	i	i	/	i
CCOC(=O)c1sc(=NC(=O)c2ccc(Cl)s2)n(C)c1C	2.3	i	i	i	1	-1	-9	i	i	-194	i
CC(=O)N1CCCc2ccc(NS(=O)(=O)c3ccccc3)cc21	-0.3	i	i	i	/	-3	/	i	i	13	i
COc1cccc(NC(=O)c2sc3nc(N4CCOCC4)c4c(c3c2N)CCCC4)c1	2.4	i	i	i	-4	18	-138	i	i	-42	i
Cc1oc(-c2ccccc2Cl)nc1CS(=O)CC(=O)NCc1ccc(Cl)cc1 (stereo not drawn)	0.0	i	i	i	-9	-11	-28	i	i	14	i
Cn1c(=O)nc2n(Cc3ccccc3)c3cccc(Cl)c3cc-2c1=O	-0.3	i	i	i	3	20	5	i	i	2	i
COc1ccc(CN(C(=O)c2ccc(C)cc2)C2CCS(=O)(=O)C2)cc1 (stereo not drawn)	/	i	i	i	2	-3	3	i	i	-5	i
Cc1cc(C)c(NC(=O)C2CCCN2CCO)c(C)c1 (stereo not drawn)	0.2	i	i	i	-2	5	-3	i	i	19	i
Cc1ccc(C2C3=C(CC(C)(C)CC3=O)N=C3c4ccccc4C(=O)C32)cc1 (stereo not drawn)	-0.5	i	i	i	1	20	-21	i	i	/	i
COc1ccccc1CC1(C)NC(=O)N(CC(=O)Nc2cc(C)on2)C1=O (stereo not drawn)	0.4	i	i	i	4	-10	-7	i	i	-27	i
O=C(CC(C(=O)O)c1c(F)cccc1Cl)c1ccc(Cl)cc1 (stereo not drawn)	-12	i	i	i	-4	1	13	i	i	-3	i
CCN(CC)S(=O)(=O)c1ccc(-c2nnc(SCC(N)=O)n2CC)cc1	0.2	i	i	i	3	-3	-14	i	i	-21	i
Cc1cc(SCC(=O)c2cccc([N+](=O)[O-])c2)nc(=O)[nH]1	4.4	i	41*	i	-10	6	-110	i	i	-91	i
CCC1(c2ccccc2)NC(=O)N(CC(=O)NCc2ccc(OC)cc2)C1=O (stereo not drawn)	1.5	i	i	i	-1	5	0	i	i	8	i
CC(C)c1ccc(SCc2noc(C(=O)NCC3CCCO3)c2C(=O)O)cc1 (stereo not drawn)	-3.3	i	i	i	2	12	-23	i	i	8	i
NC(=O)[C@H]1CC2(CC(c3cccc(NC(=O)COc4ccc(Cl)cc4)c3)=NO2)CN1C(=O)C(c1ccccc1)c1ccccc1 (stereo partly drawn)	-0.3	i	i	i	/	36	/	i	i	0	i
O=C(Nc1ccc(S(=O)(=O)Nc2ncccn2)cc1)c1cnc(Cl)c(Cl)c1	-0.5	i	i	i	5	2	3	i	i	-7	i
CN(C)S(=O)(=O)Oc1ccccc1C(=O)Nc1ccc(F)cc1	-0.1	i	i	i	3	3	-12	i	i	0	i
CCC(=O)N1c2ccc(S(=O)(=O)N3CCCCC3)cc2CC1C (stereo not drawn)	-0.5	i	i	i	3	-2	8	i	i	2	i
O=C(O)CCC(=O)Nc1ccc(F)cc1	-0.7	i	i	i	0	7	-11	i	i	11	i
CCOc1ccc(C(=O)NCCC(=O)NCCCC(=O)O)cc1	0.5	i	i	i	6	-4	8	i	i	9	i
Cc1ccc(S(=O)(=O)N2CCN(CC(=O)NC3CCCc4ccccc43)CC2)cc1C (stereo not drawn)	0.3	i	i	i	4	-8	-25	i	i	31	i
CCOc1ccccc1N1CCN(C(=O)NCc2ccc(F)cc2)CC1	0.1	i	i	i	1	-5	12	i	i	-3	i
O=C(Nc1ccccc1)OC1CCCCc2cccnc21 (stereo not drawn)	0.5	i	i	i	-3	2	-31	i	i	-21	i
COc1ccc(N(C(=O)c2cccnc2)S(=O)(=O)c2ccc(OC)c(OC)c2)cc1	0.0	i	i	i	0	3	-1	i	i	-4	i
CN(C)c1nc(-c2cccnc2)nc(-c2ccccc2)c1C#N	-0.1	i	i	i	-1	-1	-17	i	i	22	i
COc1ccc(C(C(=O)NC2CCCCC2)N(C(=O)Cc2c[nH]c3ccccc23)c2ccccc2)cc1OC (stereo not drawn)	-0.4	i	i	i	-6	23	-26	i	i	13	i
CCC(=O)N1CCN(c2ccc(NC(=O)c3ccc(Br)o3)cc2)CC1	0.4	i	i	i	3	0	-25	i	i	-17	i
Cc1cccc(Cc2nnc(CCC(=O)N3CCCC(CN4CCOCC4)C3)o2)c1 (stereo not drawn)	0.2	i	i	i	-7	7	-4	i	i	-13	i
CCS(=O)(=O)N1CCc2nc(-c3ccccc3)sc2C1	-16	i	i	i	3	3	-130	i	i	-28	i
CC(C)CCn1c(=O)c2ccccc2n2c(CCC(=O)NC3CCN(Cc4ccccc4)CC3)nnc12	-0.5	i	i	i	1	-4	-1	i	i	23	i
CCn1c(SCC(=O)Nc2cc(C)nn2-c2ccccc2)nnc1-c1cccs1	-0.2	i	i	i	7	-3	-17	i	i	11	i
CCC(C)NCC(=O)Nc1cc(S(=O)(=O)N(CC)c2ccccc2)ccc1Cl (stereo not drawn)	-28	i	i	i	-3	-4	-1	i	i	0	i
Cc1ccc2c(c1)nnn2C1CCN(CC(=O)c2ccc(Cl)cc2)CC1	0.6	i	i	i	-9	-6	-35	i	i	24	i
CCOC(=O)CNC(=O)CSc1nccn1Cc1ccco1	-0.1	i	i	i	-3	-2	-20	i	i	14	i
Cc1c(C(=O)N(C)C)c2cc(Cl)ccc2n1O	-0.2	i	i	i	2	7	-15	i	i	-7	-5*
Cc1onc(-c2ccccc2Cl)c1C(=O)Nc1ccc(Br)cc1	-1.1	i	i	i	2	-3	-2	i	i	12	i
O=c1oc(-c2cccs2)nc2c1cnn2-c1ccccc1	-0.4	i	i	i	-1	-4	8	i	i	-8	i

Two successive compounds already listed, quoted:
SMILES	HIF activator	TRPC6 activator	TRPC4 potent	TRPC6 inh	IEC-6 tox	SKKanGAS inh	KLF5 inhibitor	TRPC4 block	TRPC4 agonist	aSyn UTR inh	MrgX1 antag
O=C(Nc1ccccc1)OC1CCCCc2cccnc21 (stereo not drawn)	0.5	i	i	i	-3	2	-31	i	i	-21	i
COc1ccc(N(C(=O)c2cccnc2)S(=O)(=O)c2ccc(OC)c(OC)c2)cc1	0.0	i	i	i	0	3	-1	i	i	-4	i

Next results.
SMILES	HIF activator	TRPC6 activator	TRPC4 potent	TRPC6 inh	IEC-6 tox	SKKanGAS inh	KLF5 inhibitor	TRPC4 block	TRPC4 agonist	aSyn UTR inh	MrgX1 antag
Cc1noc(C)c1CN1C(=O)NC2(CCCCCCC2)C1=O	-0.2	i	i	i	2	3	-10	i	i	13	i
CNC(=O)CSc1cn(CC(=O)N(C(C)C)C(C)C)c2ccccc12	-0.7	i	i	i	6	-2	-11	i	i	29	i
CCN(CC)CCCNC(=S)N(Cc1cccnc1)Cc1cc2cccc(C)c2[nH]c1=O	-0.2	i	i	i	-1	-3	-30	i	i	-24	i
Cn1nc(C(=O)Nc2ccc(S(=O)(=O)Nc3ncccn3)cc2)ccc1=O	0.2	i	i	i	2	-7	3	i	i	2	i
COc1ccccc1CNS(=O)(=O)c1cc(C)ccc1OC	-0.6	i	i	i	2	-9	6	i	i	13	i

Bioassay records from PubChem BioAssay.
